RNase H inhibition – RNase H inhibition, HIV 1 Gag Pol polyprotein, FRET biochemical assay, screening (AID 372). HIV-1 RT RNase H, FRET RNA/DNA substrate fluorescence; higher % means a stronger effect. inhibition, % at 10 µM, or IC50 in µM where a hit was titrated. actives 0.77% (n = 100,000); in the data active = inhibition above about 50%
Active calls of the source: *.

SMILES | RNase H inhibition
CCOC(=O)c1ccc(NS(=O)(=O)c2c(C)cc(C)cc2C)cc1 | 9%
CC1(C)CC(=O)C2=C(C1)OC(N)=C(C#N)C2c1ccc(C(F)(F)F)cc1 (stereo not given) | 4%
COCCNC(=O)/C(=C/c1ccc(C(C)C)cc1)NC(=O)c1ccccc1 | 0%
Cc1cc(C)cc(OCCCCCN2CCCC2)c1 | 14%
COc1ccc(C(=S)N2CCN(c3cccc(Cl)c3)CC2)cc1 | 8%
O=C(/C=C/c1ccc(Cl)cc1)NCc1ccccc1 | 2%
Cc1ccc(C2=NN(C(=N)SC3CC(=O)N(c4ccc(F)cc4)C3=O)C(c3ccc(Br)cc3)C2)cc1 (stereo not given) | 11%
CCCOC(=O)C1=C(C)NC2=C(C(=O)CC(c3ccc(Cl)cc3)C2)C1c1ccc(N(C)C)cc1 (stereo not given) | 0%
O=C(Nc1ccc2oc(-c3ccc(F)cc3)nc2c1)c1ccccc1I | 17%
CCOC(=O)c1ccc(N=CC2=C(O)CC(c3ccccc3)CC2=O)cc1 (stereo not given) | 3%
COc1ccc(CN2CCN(C(=O)c3cc(OC)c(OC)c(OC)c3)CC2)cc1OC | 5%
O=C(N/N=C/c1cc(Cl)cc(Cl)c1O)NC12CC3CC(CC(C3)C1)C2 | 6%
CCOC(=O)/C(=N/Nc1cccc(C)c1)c1csc(N)n1 | 10%
COc1cc(Br)c(Br)c(C=Nc2cc(C)cc(C)c2O)c1O | 0%
Brc1ccccc1-c1nc(-c2cccnc2)no1 | 2%
Cc1cc(C(=O)NCCCn2ccnc2)ccc1[N+](=O)[O-] | 8%
COc1ccc(C2CC(=O)C3=C(C2)Nc2ccccc2NC3c2ccc(OCc3ccccc3)c(OC)c2)cc1 (stereo not given) | 31%
Clc1ccc(-c2ncnn2-c2ccccc2)c(Cl)c1 | 17%
COc1cc(NC(=O)c2ccc(-c3ccccc3[N+](=O)[O-])o2)ccc1NC(=O)c1ccco1 | 14%
COc1ccc(CCN2C(=O)/C(=C/c3ccc4c(c3)OCO4)SC2=S)cc1OC | 14%
CCCNC(=O)c1c(NC(=O)c2ccccc2Cl)sc2c1CCC(C)C2 (stereo not given) | 4%
S=c1[nH]nc(-c2cccnc2)n1-c1ccccc1 | 16%
CC1CCCN(C(=S)SCC(=O)c2cc(Br)cc(Br)c2O)C1 (stereo not given) | 6%
CCOC(=O)/C(C#N)=C/c1[nH]c2ccccc2c1Nc1ccc([N+](=O)[O-])cc1 | 10%
CCOc1cccc(C(=O)Nc2nc(-c3ccc(F)cc3F)cs2)c1 | 9%
SMILES | RNase H inhibition
Cc1ccc(/C(O)=C/c2nc3cc([N+](=O)[O-])ccc3nc2/C=C(/O)c2ccc(C)cc2)cc1 | 0%
CCOC(=O)c1c(N)sc(C)c1-c1ccc(Cl)cc1 | 20%
CCC(C(=O)N1CCN(c2ccc([N+](=O)[O-])cc2)CC1)c1ccccc1 (stereo not given) | 11%
O=c1c2c3c(sc2nc(SCc2ccccc2Cl)n1-c1ccccc1)CCC3 | 12%
COc1ccc(NS(=O)(=O)c2cc(-c3n[nH]c(=O)c4ccccc34)ccc2C)cc1 | 13%
Clc1cccc(N2CCN(CCc3ccccc3)CC2)c1 | 9%
COc1ccc(OC)c(S(=O)(=O)N2CCC(C)CC2)c1 | 6%
Cc1ccc2c(c1)NC(c1ccc(Cl)cc1)C1=C(CC(C)(C)CC1=O)N2 (stereo not given) | 7%
O=S(=O)(c1cc(Cl)ccc1Br)N1CCOCC1 | 18%
CCOc1cccc(N2C(=O)/C(=C/c3ccc(C(C)C)cc3)C(=O)NC2=S)c1 | 16%
COc1ccc(C)cc1NC(=O)COc1cccc2ccccc12 | 21%
Cn1c(/C=C/c2ccc3c(c2)OCO3)nc2ccccc2c1=O | 3%
CC(C)c1cc(C(C)C)c(S(=O)(=O)NCc2ccncc2)c(C(C)C)c1 | 28%
CCc1ccc(C2C(C(=O)OC)=C(C)NC(C)=C2C(=O)OC)cc1 | 8%
O=C(NN1CCOCC1)c1ccc(Cl)s1 | 6%
CCc1ccc(-c2cc(C(=O)N3CCN(c4ccc(F)cc4)CC3)c3ccccc3n2)cc1 | 12%
O=C1NC(=S)N(c2ccccc2)C(=O)/C1=C/c1ccc(N2CCCCC2)o1 | 13%
Cc1ccc(C(=O)c2ccc([N+](=O)[O-])cc2)c(C)c1 | 9%
COc1cccc(/C=C/C(=O)c2ccc(Cl)cc2)c1 | 20%
C=CCN1C(=O)/C(=C\c2ccc(OCc3ccccc3)cc2)SC1=S | 9%
Cc1ccc(CNS(=O)(=O)c2cc(Cl)ccc2Cl)cc1 | 18%
O=C(NCCCN1CCOCC1)/C(=C/c1ccc(-c2cccc(Cl)c2)o1)NC(=O)c1ccccc1 | 0%
O=C(N/N=C/C=N/NC(=O)c1cccc(Cl)c1)c1cccc(Cl)c1 | 0%
COc1ccc(N(CC(=O)Nc2ccc(C)c(Cl)c2)S(C)(=O)=O)cc1 | 8%
Cc1ccc(NC(=O)Cc2ccc(Br)cc2)cc1 | 14%
SMILES | RNase H inhibition
Cc1ccc(/C=N/NC(=O)Cc2cccc3ccccc23)c(O)c1 | 7%
CCOc1ccccc1-n1c(-c2ccccc2)c2c(c1-c1ccc(Cl)cc1)C(=O)c1ccccc1C2=O | 22%
CCCC1=C(C(=O)OCC)C(c2cccc3ccccc23)C(C#N)=C(N)O1 (stereo not given) | 11%
Cc1c(N=Cc2ccc(N3CCOCC3)cc2)c(=O)n(-c2ccccc2)n1C | 0%
O=C1OC(c2ccc(Cl)cc2)=C/C1=C\c1cccnc1 | 2%
COc1ccc(-c2[nH]ncc2C=O)cc1OC | 7%
O=C(Nc1ccc2c(c1)OCO2)c1ccc(Br)cc1 | 13%
COc1ccc(CC/C(=N\O)C2(O)CCCCC2)cc1 | 0%
CCOc1ccc(C(=O)NC(=S)Nc2ccc(Cl)c(-c3nc4ccc(C)cc4o3)c2)cc1Cl | 18%
O=C(CC1Sc2ccc(C(F)(F)F)cc2NC1=O)Nc1ccccc1F (stereo not given) | 3%
Cc1nnc(N(CCC(N)=O)CCC(N)=O)s1 | 3%
COc1ccc(S(=O)(=O)N2CCN(C3CCC(C)CC3)CC2)cc1 (stereo not given) | 3%
O=C(/C=C/Nc1ccccc1F)c1ccc(Br)cc1 | 15%
Cc1ccc(CNC(=O)CN(c2cccc([N+](=O)[O-])c2)S(=O)(=O)c2ccccc2)cc1 | 0%
Cc1cc(/C=N/N2C(=O)c3ccccc3C2=O)c(C)n1-c1ccc(N(C)C)cc1 | 17%
COC(=O)CN1C(c2ccccc2Br)=Nc2ccc(Br)cc2C1c1ccccc1 (stereo not given) | 9%
Cc1cc(=O)oc2cc(OCC(=O)OCc3ccccc3)ccc12 | 6%
Cc1ccccc1NC(=O)c1c(NC(=O)c2ccc([N+](=O)[O-])cc2)sc2c1CCCCC2 | 12%
CCN(CC)c1ccc(/C=N/NC(=O)COc2ccc(Cl)cc2Cl)c(O)c1 | 10%
COc1ccc(C(=O)CSc2nnc(-c3ccco3)n2-c2ccccc2)cc1 | 4%
COc1cc(Br)c(C2C(C(=O)OCCOc3ccccc3)=C(C)NC3=C2C(=O)CC(c2ccccc2)C3)cc1OC (stereo not given) | 10%
COc1cccc(C(=O)Nc2ccc3oc(-c4ccc(C(C)(C)C)cc4)nc3c2)c1 | 14%
CC1CCN(C(=O)c2ccc(N3C(=O)C4CC=CC(C)C4C3=O)cc2)CC1 (stereo not given) | 5%
COC(=O)c1ccc(-c2ccc(/C=C3/SC(=S)N(Cc4ccccc4)C3=O)o2)cc1 | 3%
Cc1cccc(C)c1NC(=S)NC(=O)c1ccc(Br)cc1 | 2%
SMILES | RNase H inhibition
CCc1ccccc1NC(=O)COc1ccc(Br)cc1C(C)(C)C | 22%
CCOC(=O)C1=C(C)N=c2s/c(=C\c3ccc(N(C)C)cc3)c(=O)n2C1c1cccc(OC)c1 (stereo not given) | 21%
COc1ccccc1C(=O)NC(NC(=O)c1ccccc1OC)c1ccc(Br)cc1 | 5%
O=C(CC1CCCCC1)Oc1ccc(Cl)cc1 | 8%
O=C(Nc1ccccc1Br)c1ccccc1O | 8%
N#CC1=C(N)SC(N)=C(C#N)C1C1CCCCC1 | 0%
O=C(/C=C/Nc1cccc([N+](=O)[O-])c1)c1ccccc1 | 7%
CC1(C)c2ssc(=S)c2-c2ccccc2N1C(=O)CN1C(=O)c2cccc([N+](=O)[O-])c2C1=O | 13%
CCOC(=O)C1=CN(c2ccc(OCC)cc2)C=C(C(=O)OCC)C1c1ccc2c(c1)OCO2 | 14%
O=C(NC(=S)Nc1cccc2ccccc12)c1cccs1 | 9%
COc1cccc(NC(=O)c2ccccc2N(Cc2ccccc2)S(C)(=O)=O)c1 | 8%
C/C=N/N=C1/NC(=O)C(CC(=O)Nc2cccc(C)c2C)S1 (stereo not given) | 6%
CCCCc1c(C)nc2c(C)cccc2c1SCC(=O)O | 0%
CCN1CCN(C(=O)C2(C)CCCCC2)CC1 | 0%
c1ccc(OCCN2CCCCC2)cc1 | 0%
Cc1cc(C)n(-c2ccc3nnc(-c4ccc(Cl)cc4)n3n2)n1 | 8%
Cc1c(NC(=O)c2ccc(Cl)cc2Cl)c(=O)n(-c2ccccc2)n1C | 7%
COc1ccc(C(=O)Oc2ccc(/C=N/O)cc2)cc1 | 8%
O=C(Nc1ccc(Cl)c(Cl)c1)Nc1cccc(Cl)c1Cl | 12%
Cn1c(=O)cc2c3c(c(Nc4ccc(C=O)cc4)ccc31)C(=O)c1ccccc1-2 | 15%
COc1ccc(N(CN2C(=O)C3CCCCC3C2=O)C(C)=O)cc1 (stereo not given) | 14%
COc1ccc(NC(=O)c2cn(-c3ccccc3)nc2-c2ccccc2)cc1 | 12%
CC1=C(C(=O)OCC(F)(F)F)C(c2ccc(Br)cc2)NC(=O)N1 (stereo not given) | 0%
CCOC(=O)c1ccc2c(c1)c1c(n2CCN(Cc2ccccc2)Cc2ccccc2)C(=O)CCCC1 | 15%
O=C(Cc1cccs1)NC1CCCCC1 | 15%

No new results follow: an excerpt of the list.
SMILES | RNase H inhibition
CCOC(=O)C1=CN(c2ccc(OCC)cc2)C=C(C(=O)OCC)C1c1ccc2c(c1)OCO2 | 14%
O=C(NC(=S)Nc1cccc2ccccc12)c1cccs1 | 9%
COc1cccc(NC(=O)c2ccccc2N(Cc2ccccc2)S(C)(=O)=O)c1 | 8%
C/C=N/N=C1/NC(=O)C(CC(=O)Nc2cccc(C)c2C)S1 (stereo not given) | 6%
CCCCc1c(C)nc2c(C)cccc2c1SCC(=O)O | 0%
CCN1CCN(C(=O)C2(C)CCCCC2)CC1 | 0%
c1ccc(OCCN2CCCCC2)cc1 | 0%
Cc1cc(C)n(-c2ccc3nnc(-c4ccc(Cl)cc4)n3n2)n1 | 8%
Cc1c(NC(=O)c2ccc(Cl)cc2Cl)c(=O)n(-c2ccccc2)n1C | 7%
COc1ccc(C(=O)Oc2ccc(/C=N/O)cc2)cc1 | 8%
O=C(Nc1ccc(Cl)c(Cl)c1)Nc1cccc(Cl)c1Cl | 12%
Cn1c(=O)cc2c3c(c(Nc4ccc(C=O)cc4)ccc31)C(=O)c1ccccc1-2 | 15%
COc1ccc(N(CN2C(=O)C3CCCCC3C2=O)C(C)=O)cc1 (stereo not given) | 14%
COc1ccc(NC(=O)c2cn(-c3ccccc3)nc2-c2ccccc2)cc1 | 12%
CC1=C(C(=O)OCC(F)(F)F)C(c2ccc(Br)cc2)NC(=O)N1 (stereo not given) | 0%
CCOC(=O)c1ccc2c(c1)c1c(n2CCN(Cc2ccccc2)Cc2ccccc2)C(=O)CCCC1 | 15%
O=C(Cc1cccs1)NC1CCCCC1 | 15%

Remaining list, next part:
SMILES | RNase H inhibition
Nc1ccc2[nH]nc3c2c1C(=O)c1ccccc1-3 | 0%
O=C(CSc1nc2ccccc2[nH]1)NC1CCCC1 | 1%
O=C(O/C(=C/c1nc2ccccc2n1Cc1ccc(Cl)cc1)c1ccccc1)c1ccccc1 | 29%
COc1ccc(C(=O)NC(=S)Nc2cc(-c3nc4ccccc4o3)ccc2Cl)cc1 | 45%
COc1ccc(S(=O)(=O)N2CCCC(C)C2)cc1 (stereo not given) | 8%
COc1ccccc1C(=O)Nc1ccc(C)c(Cl)c1 | 16%
NC1=NC2(CCCC2)N=C(Nc2ccc(F)cc2F)N1 | 1%
CN(C)c1ccc(/C=N/c2oc(-c3ccccc3)c(-c3ccccc3)c2C#N)cc1[N+](=O)[O-] | 1%
CCN(CC)CCOC(=O)C12CC3CC(CC(C3)C1)C2 | 3%
O=C(CNc1ccc(Cl)cc1Br)NN=C1CCCCCC1 | 21%
Cc1cc(-n2c(=O)c3cc4c(=O)n(-c5ccc(Br)c(C)c5)c(=O)c4cc3c2=O)ccc1Br | 0%
COc1cc(NC(=O)c2cc([N+](=O)[O-])ccc2Br)ccc1NC(=O)c1ccco1 | 8%
Cc1ccc(-c2csc(NC(=O)c3ccccc3C(=O)O)n2)cc1 | 5%
CCCCOc1ccc(OCC(=O)N/N=C/c2cccc(OC)c2)cc1 | 4%
Cc1ccc2oc(-c3ccc(NC(=O)Cc4ccccc4)c(C)c3)nc2c1 | 13%
COc1ccccc1NC(=O)c1ccc(Cl)cc1Cl | 10%
CCOc1cccc(-c2nnc(NC(=O)c3ccccc3F)s2)c1 | 10%
O=[N+]([O-])c1ccc(N2CCN(Cc3ccccc3)CC2)nc1 | 5%
COc1ccc(C(=O)NC(=S)Nc2cc(-c3nc4ccccc4[nH]3)ccc2C)cc1[N+](=O)[O-] | 18%
O=C(Nc1cc(C(F)(F)F)cc(C(F)(F)F)c1)c1ccc2c(c1)OCCO2 | 0%
CC1CCN(CC(=O)Nc2ccc(Cl)c([N+](=O)[O-])c2)CC1 | 18%
C=CCSc1nnc2c(n1)OC(/C(C)=C/c1ccccc1)Nc1ccccc1-2 (stereo not given) | 16%
COc1ccc(CC(=O)N2CCN(c3ccc(F)cc3)CC2)cc1OC | 11%
C=CCNC(=O)Cn1c(=O)sc2ccccc21 | 0%
O=C(CN1C(=O)/C(=C\c2ccccc2F)SC1=S)Nc1nc2ccccc2s1 | 5%
O=C(CCN1CCN2CCCCC2C1)N1c2ccccc2Sc2ccc(Cl)cc21 (stereo not given) | 8%
COc1ccc(C)cc1NC(=O)c1ccc(C)c(C)c1 | 7%
COc1ccc(OC)c(C2=C/C(=C\c3c(Cl)cccc3Cl)C(=O)O2)c1 | 20%
Cc1ccc(S(=O)(=O)NCCN2CCOCC2)cc1 | 1%

Compound activity deposited in PubChem by MTDP.

A portion of the library; the hit share may differ from the screen's.
